TDP1 cell noCPT – qHTS for Inhibitors of human tyrosyl-DNA phosphodiesterase 1 (TDP1): qHTS in cells in absence of CPT. DT40 Tdp1-/- hTDP1 cells, no CPT, ATP luminescence, 48 h. Potency, µM (doses to about 46.2 µM), inactives show at the top dose activity change, negative = growth inhibition, actives largely listed as inhibitors. 15% of 420,000 active; also: nearly all actives have a fitted effect of over 55% in size
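Camptothecin absent (DMSO only). Human TDP1-complemented DT40 knockout cells, 400 cells/well, 37 °C for minimum 48 hr; ATP measured via CellTiter-Glo, 30 min dark incubation, luminescence.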
TDP1 cell CPT – DT40-hTDP1 cell growth loss with CPT; chicken DT40 Tdp1-/-;hTDP1 cells + 20 nM CPT, ATP luminescence, 48 h; Potency, µM (highest dose often 46.2 µM), for inactives: at the highest dose activity change, negative = growth inhibition, hits mostly inhibitors; 12% of 420,000 active; also: nearly all actives have a fitted effect of over 55% in size
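Chicken DT40 Tdp1-/- cells complemented with human TDP1, 400 cells/well, exposed to compounds plus 20 nM camptothecin for at least 48 h at 37 C; viability read as ATP content by CellTiter-Glo luminescence.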
TDP1 inh – inhibitors of human tyrosyl-DNA phosphodiesterase TDP1; 0.28% of 350,000 active; recombinant TDP1, AlphaScreen DNA substrate cleavage; Potency, µM (titrated, usually from 130 µM), for inactives: at the top dose activity change, negative = inhibition, most hits filed as inhibitors; Q9NUW8; also: nearly all actives have a fitted effect of over 40% in size
Target sequence (Q9NUW8 whole entry, looked up): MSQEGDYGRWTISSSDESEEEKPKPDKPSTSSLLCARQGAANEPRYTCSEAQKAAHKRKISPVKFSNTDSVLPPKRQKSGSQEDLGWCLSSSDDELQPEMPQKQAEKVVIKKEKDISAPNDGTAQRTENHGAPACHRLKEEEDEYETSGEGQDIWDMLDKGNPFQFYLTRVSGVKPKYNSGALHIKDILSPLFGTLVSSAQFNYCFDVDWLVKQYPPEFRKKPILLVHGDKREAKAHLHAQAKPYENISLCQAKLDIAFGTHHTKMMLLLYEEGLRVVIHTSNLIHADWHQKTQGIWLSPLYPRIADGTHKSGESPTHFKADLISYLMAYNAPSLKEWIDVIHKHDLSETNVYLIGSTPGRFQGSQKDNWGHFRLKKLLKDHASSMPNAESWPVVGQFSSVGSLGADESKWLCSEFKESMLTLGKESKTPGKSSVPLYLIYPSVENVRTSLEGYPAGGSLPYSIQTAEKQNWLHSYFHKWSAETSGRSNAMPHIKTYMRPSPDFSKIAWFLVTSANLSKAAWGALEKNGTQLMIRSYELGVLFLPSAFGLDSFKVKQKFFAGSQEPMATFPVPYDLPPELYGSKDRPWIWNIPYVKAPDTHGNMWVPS
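Recombinant E. coli-expressed Tdp1 (1 nM) preincubated with compound 15 min at RT, then 5'-biotin/3'-phosphotyrosine-FITC DNA substrate (15 nM) added for 5 min. AlphaScreen beads (10 ug/ml) added, 10 min RT; tyrosine-FITC cleavage read as signal loss.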
* = called active by the depositor; ? = inconclusive; . = not tested or not shown; [ ] = another dose, or the depositor's remark. Calls follow the shape of the dose curve; as a rule, active = well fitted curve in the direction sought with a large enough effect; inconclusive = small, poorly fitted or top-dose-only effect, or another doubt; inactive = no such curve, though single readings can be large; an effect the other way counts as inactive or inconclusive. % is scaled to controls: 0 for no effect and ±100 for the full control effect; potency is read from the fitted curve at half-maximal effect.

Compound | TDP1 cell noCPT | TDP1 cell CPT | TDP1 inh
CCOC(=O)Cn1c(=O)oc2cc(S(=O)(=O)Nc3cc(OCC)ccc3OCC)ccc21 | ? | -27% | 3%
Cc1c2cnn(-c3ccccc3)c(=O)c2c(C)n1CCCC(=O)NCCN1CCN(C)CC1 | -10% | 2% | 10%
COc1cccc(NC(=S)N(CCc2nc3cc(C)c(C)cc3[nH]2)Cc2cccnc2)c1 | -71% | 23µM* | 8%
CCN(CC)S(=O)(=O)c1cc(NC(=O)COC(=O)Cn2cnc3ccccc32)ccc1C | 1% | -24% | 1%
CCS(=O)(=O)n1nc(C(=O)N2CCOCC2)nc1N | -12% | -16% | 4%
COc1ccc(-c2ccc(C(=O)O)o2)c([N+](=O)[O-])c1 | -4% | -1% | -3%
CC1Sc2n(c3ccccc3[n+]2C)N=C1c1ccccc1 (stereo not drawn) | 1.5µM* | 1.5µM* | 3%
Cc1c(C(=O)N2CCCC2)c(S(=O)(=O)N2CCN(c3ccccc3F)CC2)c(C)n1C | -1% | 4% | 4%
O=C1C(Cl)=C(N2CCC(C(=O)O)CC2)C(=O)c2ccccc21 | 16µM* | 15µM* | -5%
COc1ccccc1N(CC(=O)N(CC(C)C)CC(C)C)S(=O)(=O)c1cccs1 | ? | ? | 0%
O=c1[nH]cnc2c1C(c1ccccc1)c1c(nc[nH]c1=O)O2 | -4% | 10% | .
CCOC(=O)C1CCN(c2ccc(-c3cccs3)nn2)CC1 | ? | ? | .
COc1cccc(C(=O)O/N=C(\N)c2ccc([N+](=O)[O-])cc2)c1 | -13% | -10% | 4%
Cc1coc2c(C)c3oc(=O)c(CCC(=O)N4CCC(C(=O)NCCCC(=O)O)(c5ccccc5)CC4)c(C)c3cc12 | -2% | -8% | 5%
O=C(CCn1c(=O)c2cccn2c2cccnc21)N1CCN(c2cccc(C(F)(F)F)c2)CC1 | 9.2µM* | 15µM* | 8%
Cc1cccc(C)c1N=C1SC(CC(=O)Nc2c(C)cccc2C)C(=O)N1CCc1ccccn1 (stereo not drawn) | 16µM* | ? | 4%
O=C1NC(=O)/C(=C/c2ccc(-c3cccc([N+](=O)[O-])c3)o2)S1 | ? | 16µM* | .
O=c1[nH]cnc2c1nc(SCc1ccccc1)n2C1OC(CO)C(O)C1O (stereo not drawn) | 3% | -4% | 7%
O=C(CN1C(=O)NC2(CCCCCCC2)C1=O)NCc1cccs1 | 4% | 8% | 0%
COc1ccc(CCCNC(=O)C2Cc3c(-c4cccc(C(C)=O)c4)ccnc3O2)cc1 (stereo not drawn) | 4.6µM* | 3.7µM* | .
CCCN(c1c(C)n(C)n(-c2ccccc2)c1=O)S(=O)(=O)c1ccc(C)cc1 | ? | -3% | 0%
Cc1nnc(NC(=O)CN2C(=O)NC3(CCCC3)C2=O)s1 | 5% | -7% | .
CCNC(=O)C1(C)CCN(Cc2ccc(C(F)(F)F)cc2)C1 (stereo not drawn) | -16% | ? | .
CCC/C(=N/NC(=O)c1csc(C)c1C)c1ccc(Cl)s1 | -23% | 9% | 2%
CN1CCN(C(=O)c2ccc3nc(-c4ccccc4)c(-c4ccccc4)nc3c2)CC1 | ? | -24% | 5%

Next compounds follow.
Compound | TDP1 cell noCPT | TDP1 cell CPT | TDP1 inh
COc1ccc(CNC(=O)c2c3c(nc4ccccc24)C(=O)N(C2CCCCC2)C3)c(OC)c1 | 3% | -2% | 3%
COc1ccc2[nH]c3c(c2c1)CCN1C(=O)C(CC(=O)NCCC2=CCCCC2)C[C@H](C(=O)N2CCOCC2)[C@@]31CCC1CCCC1 (stereo partly drawn) | -5% | 6% | 1%[56.1 µM]
c1ccc(CCC2Cc3ccccc3N2)cc1 (stereo not drawn) | -2% | ? | 7%
Cc1ccc(C(=O)Nc2cccc(NC(=O)c3ccc(C)cc3)n2)cc1 | ? | -11% | .
O=C(c1cc2ccccc2oc1=O)N(Cc1cccc(Cl)c1)C1CCS(=O)(=O)C1 (stereo not drawn) | -2% | -1% | 3%
COc1ccc(-c2nn(-c3ccccc3)cc2C(=O)NCC(c2cccs2)N2CCOCC2)cc1 (stereo not drawn) | ? | ? | .
CC(=O)OCC1(C)CN(c2ccccc2)N(C(C)=O)C1=O (stereo not drawn) | 21µM* | ? | 0%
Cc1ccc(C(=O)c2coc3ccc(OCC(=O)O)cc23)cc1 | 4% | 4% | 7%
CCCCOc1cccc(C(=O)NC(=S)Nc2ccc(Cl)c(C(=O)O)c2)c1 | 4% | -22% | -5%
CC(=O)c1ccc(NC(=O)CN2CCC(C(=O)c3ccc(F)cc3)CC2)cc1 | ? | -24% | 3%
O=C/C(=C\Nc1ccc(C(=O)N2CCOCC2)cc1)c1nc2ccccc2o1 | -1% | 0% | 8%
CCOc1ccc(-c2csc(C3COc4ccccc4O3)n2)cc1 (stereo not drawn) | -5% | -22% | .
CCOC(=O)Cc1csc(NC(=S)NC(=O)c2ccc([N+](=O)[O-])cc2)n1 | -7% | -27% | -3%
S=C(NC1CCCC1)NN1CCOCC1 | 9% | 16% | 5%
N#Cc1ccccc1NC(=O)CN(Cc1ccccc1)Cc1ccccc1 | ? | -7% | .
Cc1nc(-c2cccc(NC(=O)c3ccc(-n4nccc4C)cc3)c2)cs1 | 21µM* | ? | 3%
O=C(O)c1cc(-c2ccccc2)nc(-c2ccccc2)c1 | -15% | 2% | 2%
CC(C)Nc1nc(-c2ccccc2F)c2sc(-c3ccccc3)cc2n1 | ? | ? | .
CCOc1ccccc1C(=O)Nc1cc(-c2ccc(C)cc2)no1 | ? | ? | -1%
O=C(Nc1ccccc1)Nc1cccc(-c2cn3cccnc3n2)c1 | ? | -14% | -3%
CN(Cc1ccccc1)CC1C2CCC(C2)C1O (stereo not drawn) | -6% | -16% | .
CCN(CC)S(=O)(=O)c1ccc(N2CCCCC2)c(NC(=O)C2CSC3(C)CCC(=O)N23)c1 (stereo not drawn) | ? | ? | .
Cc1ccc(S(=O)(=O)N(C)c2ccccc2C(=O)N2CCCC2)cc1 | 8% | -7% | 0%
CCOc1ccc(S(=O)(=O)n2nc(C)c(S(=O)(=O)N3CCOCC3)c2C)cc1 | 26% | 8% | 1%
CCN(C(=O)c1cc2c(=O)n3cccc(C)c3nc2s1)C1CCCCC1 | ? | -8% | -11%

Part of the list above in a different format:
Values run as follows: TDP1 cell noCPT	TDP1 cell CPT	TDP1 inh
Cc1ccc(S(=O)(=O)N(C)c2ccccc2C(=O)N2CCCC2)cc1
  8%	-7%	0%
O=C(CCn1c(=O)c2cccn2c2cccnc21)N1CCN(c2cccc(C(F)(F)F)c2)CC1
  9.2µM*	15µM*	8%

New compounds follow
Compound | TDP1 cell noCPT | TDP1 cell CPT | TDP1 inh
NC(=O)CCC(C(=O)O)N1C(=O)c2ccc(O)cc2C1=O (stereo not drawn) | -10% | 22% | .
COC(=O)c1ccc(OCC2NCCc3cc(OC)c(OC)cc32)cc1 (stereo not drawn) | ? | ? | -4%
Cc1ccc(-c2c(C#N)c(N)nc3c2CCCCC3)o1 | -15% | ? | -3%
COC(=O)C1SCC2C(=O)N(Cc3cccc(C)c3)CC(=O)N21 (stereo not drawn) | 14% | -1% | 0%
O=C(NCc1ccccc1)C(=O)Nc1nc(C23CC4CC(CC(C4)C2)C3)cs1 | ? | 23µM* | 1%
OC(c1ccccc1)c1ncc(-c2ccccc2F)[nH]1 (stereo not drawn) | -7% | 2% | .
COc1cccc(C=Nc2ccc3c(c2)OCCO3)c1O | 10% | 5% | 8%
COc1ccc(NC(=S)N2CCN(CCN3C(=O)c4cccc5cccc(c45)C3=O)CC2)cc1 | ? | -13% | 3%
COc1cc2c(cc1OC)C(c1cccc([N+](=O)[O-])c1)N(C(=O)CCC(=O)O)CC2 (stereo not drawn) | -19% | -5% | .
COc1ccccc1NC(=O)c1ccc(-c2nc(COc3ccc(C)cc3)c(C)o2)cc1 | 18µM* | 21µM* | 3%
COc1cccc(-n2cc(C(=O)NC(C)C)c3ccccc3c2=O)c1 | -2% | 5% | .
CC(=O)Nc1ccc(S(=O)(=O)NCCC(=O)NCC2COc3ccccc3O2)cc1 (stereo not drawn) | -16% | 0% | -2%
CCOC(=O)CNc1ccc(C(=O)OCC)cc1[N+](=O)[O-] | -27% | -5% | 5%
CN(C)c1ccc(C=O)cc1 | 10% | -8% | .
O=C(CSc1nc(-c2ccccc2)nc2ccc(F)cc12)Nc1ccc(C(=O)O)cc1 | -18% | -12% | .
O=C1NC(=O)C(CC(=O)N(Cc2ccco2)C2(C(=O)NC3CCCC3)CCCCC2)N1 (stereo not drawn) | -19% | -2% | 2%
O=[N+]([O-])c1c(NCCCO)cc(N2CCN(Cc3ccc4c(c3)OCO4)CC2)c2nonc12 | 5.8µM* | 6.5µM* | 3%
O=C1CC(c2cc([N+](=O)[O-])ccc2Cl)c2c(ccc3ccccc23)N1 (stereo not drawn) | 15µM* | 16µM* | 1%
O=C(Nc1ccc(F)cc1F)Nc1sccc1-c1nc2ccccc2s1 | ? | 0% | .
CC/C(=N/NS(=O)(=O)c1ccc(Cl)cc1)c1ccc(O)cc1 | -25% | -15% | 6%
CCC(C)[C@H](NC(=O)NCc1cccnc1)C(=O)OC (stereo partly drawn) | -5% | -9% | 0%
Cc1c(C(C)CCCO)oc(=O)c2c1Oc1c(C)c(C(C)C[C@H](C)O)oc(=O)c1C2 (stereo partly drawn) | ? | ? | 0%
CNc1c(NS(=O)(=O)c2ccc(CC(C)C)cc2)c(=O)oc2ccccc12 | -10% | -10% | -6%
CCCCCCC1CC(CC(=O)Nc2ccc([N+](=O)[O-])cc2)C(=O)O1 (stereo not drawn) | ? | 18µM* | 0%
COc1cc2c(C(=O)NCCCOC(C)C)cn(CC(C)C)c(=O)c2cc1OC | 0% | -8% | 2%

Continued; the last 2 above are carried over.
Compound | TDP1 cell noCPT | TDP1 cell CPT | TDP1 inh
CCCCCCC1CC(CC(=O)Nc2ccc([N+](=O)[O-])cc2)C(=O)O1 (stereo not drawn) | ? | 18µM* | 0%
COc1cc2c(C(=O)NCCCOC(C)C)cn(CC(C)C)c(=O)c2cc1OC | 0% | -8% | 2%
O=C(/C=C/c1ccccc1)C1=C(O)C(=O)N(CCO)C1c1ccccc1[N+](=O)[O-] (stereo not drawn) | ? | -10% | -7%
CCOc1ccc(CCNC(=O)CCN2C(=O)COc3ccccc32)cc1OCC | -23% | 4% | 4%
CC1CN(C(=O)COC(=O)CSc2ccc([N+](=O)[O-])cc2)CC(C)O1 (stereo not drawn) | -18% | -7% | 5%
CCC1=Nc2cc(C(=O)NCCN3CCCC3)ccc2Sc2ccccc21 | ? | ? | 8%
NCC1CCCCC1CC(=O)O (stereo not drawn) | -3% | -16% | 3%[56.1 µM]
O=C(NCc1ccc(Cl)cc1)NCc1noc2ccccc12 | ? | ? | -3%
COc1ccc(CN2CC34C=CC(O3)C(C(=O)O)C4C2=O)cc1 (stereo not drawn) | 10% | 0% | 0%
Cc1ccc(C(=O)NCC(=O)Nc2cccc(S(=O)(=O)NC3=NCCCCC3)c2)cc1C | 2% | 3% | 2%
COc1cc(NC(=O)c2cc3nc(-c4ccccc4)cc(-c4ccccc4)n3n2)cc(OC)c1OC | ? | ? | -2%
CCOC(=O)c1cc(-c2ccc(OC)cc2)n(CCC(=O)Nc2ccccc2OC)c1C | 21µM* | 15µM* | 12%
O=[N+]([O-])c1cccc(S(=O)(=O)Nc2ccc3cn[nH]c3c2)c1 | -11% | -24% | 6%
O=C(c1ccco1)N1CCN(C(=O)N2c3ccccc3Sc3ccccc32)CC1 | 0.63µM* | 0.23µM* | 7%
Cc1ccc(C)c(N2CCN(C(=O)c3ccccc3Br)CC2)c1 | 16µM* | 21µM* | 5%
Fc1ccc(Nc2nc(Nc3ccc(F)cc3)nc(N3CCOCC3)n2)cc1 | ? | ? | .

6 structures already listed, arranged by heavy-atom count, ascending.
Compound | TDP1 cell noCPT | TDP1 cell CPT | TDP1 inh
NCC1CCCCC1CC(=O)O (stereo not drawn) | -3% | -16% | 3%[56.1 µM]
O=[N+]([O-])c1cccc(S(=O)(=O)Nc2ccc3cn[nH]c3c2)c1 | -11% | -24% | 6%
COc1ccc(CN2CC34C=CC(O3)C(C(=O)O)C4C2=O)cc1 (stereo not drawn) | 10% | 0% | 0%
O=C(/C=C/c1ccccc1)C1=C(O)C(=O)N(CCO)C1c1ccccc1[N+](=O)[O-] (stereo not drawn) | ? | -10% | -7%
CCOc1ccc(CCNC(=O)CCN2C(=O)COc3ccccc32)cc1OCC | -23% | 4% | 4%
Cc1ccc(C(=O)NCC(=O)Nc2cccc(S(=O)(=O)NC3=NCCCCC3)c2)cc1C | 2% | 3% | 2%

Bioassay records: PubChem, National Center for Advancing Translational Sciences (NCATS)
